From PubChem BioAssay
MITF act = activators of MITF-driven TRPM1 promoter reporter, primary screen, cell-based, SK-MEL-5, luciferase, single point; SK-MEL-5 TRPM1-promoter luciferase, 24 h; % of positive control, neutral wells = 0; activation, % at 12.5 µM; 0.75% of 300,000 active;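 active = mean activation of at least 80% with every replicate also reaching 80%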;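 note: 0% = neutral control wells and 100% = parthenolide positive control wells; values of inactives mirror those of a sister screen read the other way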
Tat transport = E. coli Tat export inhibitors, primary screen, MC4100, TorA-mCherry reporter, fluorescence, single point. 0.036% of 340,000 active. inhibition, % at 10 µM. AID 488895, 2010;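 active = mean replicate inhibition at least 50% and at least half of replicates individually reaching 50%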;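 note: exported cargo escapes ClpAP degradation while cytoplasmic cargo is degraded and loses fluorescence; 0% = median of neutral control wells and 100% = median of NaSCN control wells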
Rtt109 Vps75 = inhibitors of C. albicans Rtt109/Vps75 HAT, primary screen, biochemical, ThioGlo CoA-SH fluorescence, plate reader | 0.16% of 330,000 active | Histone acetyltransferase RTT109 (Candida albicans (strain SC5314 / ATCC MYA-2876)), … | purified Rtt109/Vps75, 4 h | inhibition, % at 34.9 µM;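 active = inhibition of at least 50% in every replicate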
Target sequence (Q5AAJ8 whole entry, looked up): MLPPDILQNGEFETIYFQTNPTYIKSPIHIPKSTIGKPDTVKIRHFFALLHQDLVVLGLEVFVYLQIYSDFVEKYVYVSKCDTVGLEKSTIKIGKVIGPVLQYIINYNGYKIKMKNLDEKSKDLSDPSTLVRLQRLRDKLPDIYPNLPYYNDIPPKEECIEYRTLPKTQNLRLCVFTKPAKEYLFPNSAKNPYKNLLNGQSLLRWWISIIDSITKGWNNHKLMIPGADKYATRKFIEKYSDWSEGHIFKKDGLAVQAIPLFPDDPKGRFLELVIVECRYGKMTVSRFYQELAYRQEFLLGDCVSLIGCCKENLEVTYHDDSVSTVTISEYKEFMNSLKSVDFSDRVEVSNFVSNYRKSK
CAL PDZ FP-1 = untagged CAL PDZ binding inhibitors, primary screen, biochemical, fluorescence polarization, HTS | Golgi-associated PDZ and coiled-coil motif-containing protein (Homo sapiens), Q9HD26 | purified CAL PDZ, TMR-peptide fluorescence polarization, 1 h | inhibition, % at 24.9 µM | 0.92% of 300,000 active | AID 602252, 2012;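 active = mean inhibition of at least 30% with at least half of replicates also reaching 30%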;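 note: 0% = DMSO neutral control and 100% = excess unlabeled competitor peptide PRC23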
cardiac RTF act = cardiac RTF calcium sensitivity activators, primary screen, biochemical, IANBD-TnC fluorescence, EC20 calcium | Troponin I, cardiac muscle (Homo sapiens) + Troponin T, cardiac muscle (Homo sapiens) + … | IANBD-labeled TnC RTF fluorescence at EC20 calcium; 0% EC20 calcium, 100% full calcium | activation, % at 7.2 µM | 0.24% of 340,000 active | AID 493008, 2010;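 active = activation above the mean over all tested compounds plus 3 SD, cut at about 30% in these data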;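 note: rise in fluorescence read as greater calcium sensitivity of cardiac thin filaments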
CAL PDZ FP-2 = CAL PDZ peptide-binding inhibitors, primary screen, biochemical, fluorescence polarization, Cer-tagged CAL PDZ, HTS; Golgi-associated PDZ and coiled-coil motif-containing protein (Homo sapiens), Q9HD26; purified CAL PDZ, TMR-peptide fluorescence polarization, 1 h; inhibition, % at 20 µM; 0.02% of 330,000 active; AID 504414, 2011;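 active = highest replicate inhibition of at least 40%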;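 note: plate controls were DMSO neutral control wells for no effect and unlabeled competitor peptide control wells for full effect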
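Read-out basis: mP drop reported as inhibition | Assay system: Tagged CAL PDZ protein CerCALP, purified | Benchmarks: Unlabelled peptide for full inhibition, DMSO wells as neutral | Schedule: 1 h incubation at room temperature before polarization reading | Buffer or medium: Sodium phosphate/NaCl buffer pH 7.4 with TCEP, IgG, Thesit | Doses: Single point, 20 µM | Measured by: Fluorescence polarization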
V-ATPase pH = regulators of yeast V-ATPase proton pumping, primary screen, pHLuorin cytosolic pH fluorescence. S. cerevisiae. response, % at 10 µM. 0.37% of 350,000 active. AID 504577, 2011; in the data active = response mostly above about 7.3%, no sharp cut-off; inactive = mostly below about 5.4%; note: actives read high; inactives centre near 0; some compounds called inactive have numbers as strong as hits
CDK5 p35 inh = inhibitors of human CDK5/p35 kinase, primary screen, biochemical, single concentration. inhibition, % at 10 µM. Recombinant CDK5/p35, ADP-Glo luminescence, 60 min. 0.01% of 330,000 active. Cyclin-dependent kinase 5 (Homo sapiens) + Cyclin-dependent kinase 5 activator 1 (Homo …;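 active = highest replicate inhibition of at least 50% and at least 75% of replicates reaching 50%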;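 note: plate controls were DMSO neutral control for no effect and GW8510 at 10 µM for full effect; many of its hits are not listed in these tables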
Target sequence (Q00535 whole entry, looked up): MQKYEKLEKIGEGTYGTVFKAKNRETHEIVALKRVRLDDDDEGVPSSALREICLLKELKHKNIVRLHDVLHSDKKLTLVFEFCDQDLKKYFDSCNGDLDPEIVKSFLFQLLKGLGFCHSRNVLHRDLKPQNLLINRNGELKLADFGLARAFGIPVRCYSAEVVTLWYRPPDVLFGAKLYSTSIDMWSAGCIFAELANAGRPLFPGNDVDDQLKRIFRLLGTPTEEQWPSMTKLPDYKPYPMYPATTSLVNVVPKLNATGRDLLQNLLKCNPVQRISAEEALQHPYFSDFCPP
Target sequence (Q15078 whole entry, looked up): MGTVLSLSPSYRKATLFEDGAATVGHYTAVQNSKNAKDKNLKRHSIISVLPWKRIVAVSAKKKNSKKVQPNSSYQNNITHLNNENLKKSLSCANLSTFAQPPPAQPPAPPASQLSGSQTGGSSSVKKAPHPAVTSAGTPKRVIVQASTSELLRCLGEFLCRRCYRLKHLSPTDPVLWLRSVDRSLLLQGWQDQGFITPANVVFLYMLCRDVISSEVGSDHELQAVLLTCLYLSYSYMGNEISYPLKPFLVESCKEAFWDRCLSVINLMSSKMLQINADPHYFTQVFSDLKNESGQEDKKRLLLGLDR
dFosB act = activators of delta FosB homodimer, primary screen, biochemical, fluorescence polarization, TAMRA-CDK5 oligo, single point. purified delta FosB; percent of positive-control signal above neutral wells. activation, % at 25 µM. 0.99% of 340,000 active;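 active = mean activation above about 17%, with every replicate also reaching it, limit read from the data, passing the limit was not always enough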;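 note: fluorescence polarization rise as delta FosB binds a TAMRA Cdk5 AP-1 oligo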
Wnt act = Wnt/beta-catenin pathway activators, primary screen, cell-based, plate reader, single point. activation, % at 9.35 µM. Wnt/beta-catenin reporter cell assay, activator. 1.2% of 300,000 active; in the data active = activation above about 30%, passing the limit was not always enough;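 note: 0% = neutral control wells and 100% = positive control wells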
Active calls of the source: *. Outcome played no part in choosing rows; 4.1% or so of the library scored in one or more.

For CCOc1cc(C2C(C(=O)N3CCCCC3)=C(C)NC3=C2C(=O)CC(C)(C)C3)ccc1O (stereo unspecified) the results were MITF act -5, Tat transport -3, Rtt109 Vps75 0, CAL PDZ FP-1 -1, cardiac RTF act -5, CAL PDZ FP-2 0.4, V-ATPase pH -1, CDK5 p35 inh -1.5, dFosB act -4 and Wnt act 54*.
O=C(CCSCCc1ccccn1)Nc1ccc(Cl)cn1 was read as MITF act -1, Tat transport 6, Rtt109 Vps75 2, CAL PDZ FP-1 -1, cardiac RTF act -3, CAL PDZ FP-2 -2.1, V-ATPase pH 0, CDK5 p35 inh 1.3 and dFosB act 1.
For O=C(CN1C(=O)C2C3C=CC(C3)C2C1=O)Nc1nncs1 (stereo unspecified) the results were MITF act 5, Tat transport 3, Rtt109 Vps75 -3, CAL PDZ FP-1 -6, cardiac RTF act 10, CAL PDZ FP-2 0.7, V-ATPase pH -1, CDK5 p35 inh 1.8, dFosB act -5 and Wnt act -6.
CCOC(=O)N1CCC(NC(=O)c2cc(C(=O)NC3CCCC3)ccc2CO)CC1 was read as MITF act -1, Tat transport -12, Rtt109 Vps75 -9, cardiac RTF act 2, CAL PDZ FP-2 0.1, V-ATPase pH -1, CDK5 p35 inh 0.0, dFosB act -5 and Wnt act 0.
For Cc1ccc2nc(-c3ccccc3)c(-c3ccccc3)nc2c1 the results were MITF act -4, Tat transport 5, Rtt109 Vps75 -3, CAL PDZ FP-1 -2, cardiac RTF act -2, CAL PDZ FP-2 -0.7, V-ATPase pH 1, CDK5 p35 inh 0.1, dFosB act -5 and Wnt act 1.
Cc1cccc2c3c([nH]c12)CCNC3 was read as MITF act -10, Tat transport 4, Rtt109 Vps75 -4, cardiac RTF act 6, CAL PDZ FP-2 0.0, V-ATPase pH -1, CDK5 p35 inh 0.2, dFosB act -8 and Wnt act 1.
`COc1ccc(F)cc1C(=O)C1CCCN(C(=O)c2ocnc2C)C1` (stereo unspecified) gave MITF act -4, Tat transport 1, Rtt109 Vps75 0, CAL PDZ FP-1 20, cardiac RTF act 4, CAL PDZ FP-2 19, V-ATPase pH 1, CDK5 p35 inh -1.4, dFosB act 3 and Wnt act -2.
`Cn1c(CNC(=O)c2ccco2)nnc1SCCOc1ccccc1` gave MITF act 5, Tat transport -5, Rtt109 Vps75 -9, CAL PDZ FP-1 -2, cardiac RTF act -3, CAL PDZ FP-2 -1.2, V-ATPase pH -2, CDK5 p35 inh -0.9, dFosB act 3 and Wnt act 0.
For CC(=O)Nc1ccc(Oc2ccc([N+](=O)[O-])cc2Cl)cc1 the results were MITF act -5, Tat transport -1, Rtt109 Vps75 -7, CAL PDZ FP-1 9, cardiac RTF act 7, CAL PDZ FP-2 -0.6, V-ATPase pH -2, CDK5 p35 inh 0.8, dFosB act 4 and Wnt act -1.
`Cc1ccc(Cn2c(CN3CC(C)OC(C)C3)nc3c2c(=O)[nH]c(=O)n3C)cc1` (stereo unspecified) gave MITF act -3, Tat transport -4, Rtt109 Vps75 7, CAL PDZ FP-1 4, cardiac RTF act 3, CAL PDZ FP-2 -0.4, V-ATPase pH -4, CDK5 p35 inh 1.7, dFosB act -3 and Wnt act -3.
Screening O=[N+]([O-])c1cc(Br)cc(/C=N/n2cnnc2)c1O returned MITF act -9, Tat transport 6, Rtt109 Vps75 20, cardiac RTF act 3, CAL PDZ FP-2 0.2, V-ATPase pH -3, CDK5 p35 inh 0.9, dFosB act 3 and Wnt act -3.
For COc1ccc(C2C(C(=O)NCc3cccnc3)c3cc(OC)c(OC)cc3C(=O)N2C)cc1 (stereo unspecified) the results were Tat transport 3, Rtt109 Vps75 -5, CAL PDZ FP-1 0, cardiac RTF act 2, CAL PDZ FP-2 -0.7, V-ATPase pH -5, CDK5 p35 inh 3.4, dFosB act -4 and Wnt act -2.
Screening Oc1ccc(C[C@H]2CNC(=S)N2CC2CCCN2C[C@H](Cc2ccc(O)cc2)N2C[C@H](Cc3ccccc3)N(CC3CCCCC3)C2=S)cc1 (stereo partly specified) returned MITF act -35, Tat transport 7, Rtt109 Vps75 -7, CAL PDZ FP-1 4, cardiac RTF act -2, CAL PDZ FP-2 -1.5, V-ATPase pH 4, CDK5 p35 inh 2.9, dFosB act 49* and Wnt act -14.
Screening CCc1nn(CCCC(=O)NC(C)c2ccccc2)c(=O)c2cc3occc3n12 (stereo unspecified) returned MITF act 7, Tat transport -2, Rtt109 Vps75 -4, cardiac RTF act -2, CAL PDZ FP-2 -0.4, V-ATPase pH -3, CDK5 p35 inh 1.4, dFosB act -6 and Wnt act 2.
CCC1(C(=O)OC)NC(c2ccco2)C2C(=O)N(c3ccc(C)cc3)C(=O)C21 (stereo unspecified) was read as Tat transport 1, Rtt109 Vps75 -5, CAL PDZ FP-1 -4, cardiac RTF act 4, V-ATPase pH 0, CDK5 p35 inh 0.6 and dFosB act 0.
For c1ccc(C2CCCN(Cc3nc(CC4CC4)no3)CC2)cc1 (stereo unspecified) the results were MITF act 14, Tat transport 3, Rtt109 Vps75 8, CAL PDZ FP-1 4, cardiac RTF act -1, CAL PDZ FP-2 1.2, V-ATPase pH 1, CDK5 p35 inh -0.2, dFosB act -2 and Wnt act 0.
`O=C(Nc1ccncc1)c1c(F)cccc1F` gave MITF act 2, Tat transport 4, Rtt109 Vps75 -9, CAL PDZ FP-1 -2, cardiac RTF act 8, V-ATPase pH -3, CDK5 p35 inh 14, dFosB act 4 and Wnt act 0.
`N#Cc1cc([N+](=O)[O-])ccc1NC(=O)CSc1n[nH]c(=O)[nH]c1=O` gave MITF act -5, Tat transport -2, Rtt109 Vps75 4, cardiac RTF act -3, CAL PDZ FP-2 -0.5, V-ATPase pH -1, CDK5 p35 inh -2.3, dFosB act 3 and Wnt act -4.
`O=c1cc(-c2ccc(O)cc2)oc2ccc(O)cc12` gave MITF act 78, Tat transport 1, Rtt109 Vps75 -8, CAL PDZ FP-1 -2, cardiac RTF act 1, CAL PDZ FP-2 -3.1, V-ATPase pH 0, CDK5 p35 inh -0.7, dFosB act -25 and Wnt act 56*.
Screening O=C(C1CCC(Cn2c(=S)[nH]c3ccccc3c2=O)CC1)N1CCOCC1 (stereo unspecified) returned Tat transport -1, Rtt109 Vps75 -15, CAL PDZ FP-1 -2, cardiac RTF act -5, CAL PDZ FP-2 -1.9, V-ATPase pH 0, CDK5 p35 inh -0.3 and dFosB act -3.
`O=C(NCc1ccco1)C(=O)c1cn(CC(=O)N2CCCC2)c2ccccc12` gave MITF act 6, Tat transport 8, Rtt109 Vps75 1, CAL PDZ FP-1 -6, cardiac RTF act -3, CAL PDZ FP-2 -1.8, V-ATPase pH 2, CDK5 p35 inh -1.1, dFosB act -7 and Wnt act -2.
For COC(=O)C/C(N)=C(\C#N)C(=O)OC the results were MITF act 1, Tat transport 5, Rtt109 Vps75 3, CAL PDZ FP-1 -7, cardiac RTF act 3, CAL PDZ FP-2 -1.5, V-ATPase pH 0, CDK5 p35 inh 0.7, dFosB act -3 and Wnt act 0.
`CCCn1ncc(CN2CCN(Cc3ccsc3)C(CCO)C2)c1C` (stereo unspecified) gave MITF act 4, Tat transport 2, Rtt109 Vps75 2, CAL PDZ FP-1 10, cardiac RTF act 1, CAL PDZ FP-2 -1.1, V-ATPase pH 0, CDK5 p35 inh -0.5, dFosB act -10 and Wnt act 0.
Screening CCC(C)n1c(OC)nc2c1c(=O)n(C)c(=O)n2C (stereo unspecified) returned MITF act 0, Tat transport -11, Rtt109 Vps75 2, CAL PDZ FP-1 6, cardiac RTF act 2, CAL PDZ FP-2 -0.8, V-ATPase pH 4, CDK5 p35 inh -1.7, dFosB act -15 and Wnt act -1.
Screening Nc1cc(=O)[nH]c(SCC(=O)Nc2ccc([N+](=O)[O-])cc2)n1 returned MITF act 3, Tat transport 10, Rtt109 Vps75 -2, CAL PDZ FP-1 -6, cardiac RTF act -1, CAL PDZ FP-2 -0.6, V-ATPase pH -1, CDK5 p35 inh 0.2, dFosB act -8 and Wnt act 8.
Screening Cc1nc(N2CCN(S(=O)(=O)c3ccc(F)cc3)CC2)c2c(-c3cccs3)csc2n1 returned MITF act 7, Tat transport -5, Rtt109 Vps75 -9, CAL PDZ FP-1 5, cardiac RTF act 1, CAL PDZ FP-2 0.0, V-ATPase pH 1, CDK5 p35 inh -0.2, dFosB act -4 and Wnt act -1.
`CCOC(=O)C1CCN(C(=O)COc2ccc([N+](=O)[O-])cc2)CC1` gave MITF act -7, Tat transport -8, Rtt109 Vps75 3, CAL PDZ FP-1 -4, cardiac RTF act -1, CAL PDZ FP-2 -0.9, V-ATPase pH -1, CDK5 p35 inh 2.2, dFosB act 1 and Wnt act -1.
Screening CCc1nnc(NC(=O)CSc2nnc(CNc3ccc(F)cc3)n2C2CCCCC2)s1 returned MITF act 2, Tat transport 5, Rtt109 Vps75 -4, cardiac RTF act 3, CAL PDZ FP-2 -2.5, V-ATPase pH 4, CDK5 p35 inh 3.0, dFosB act -13 and Wnt act -1.
`O=C(CSc1nnc(-c2ccccc2)n1-c1ccc(Cl)cc1)NC1CCS(=O)(=O)C1` (stereo unspecified) gave MITF act 27, Tat transport 8, Rtt109 Vps75 4, CAL PDZ FP-1 -8, cardiac RTF act 5, CAL PDZ FP-2 0.6, V-ATPase pH -3, CDK5 p35 inh 3.5, dFosB act -7 and Wnt act -1.
Screening CCOc1ccc(C(=O)NCc2ccccc2OC)cc1 returned MITF act 1, Tat transport 6, Rtt109 Vps75 -2, CAL PDZ FP-1 1, cardiac RTF act -1, CAL PDZ FP-2 -0.9, V-ATPase pH -3, CDK5 p35 inh 0.2 and dFosB act -4.

3 structures out of the list, arranged by SMILES length, low to high:
`O=C(Nc1ccncc1)c1c(F)cccc1F` gave MITF act 2, Tat transport 4, Rtt109 Vps75 -9, CAL PDZ FP-1 -2, cardiac RTF act 8, V-ATPase pH -3, CDK5 p35 inh 14, dFosB act 4 and Wnt act 0.
For COC(=O)C/C(N)=C(\C#N)C(=O)OC the results were MITF act 1, Tat transport 5, Rtt109 Vps75 3, CAL PDZ FP-1 -7, cardiac RTF act 3, CAL PDZ FP-2 -1.5, V-ATPase pH 0, CDK5 p35 inh 0.7, dFosB act -3 and Wnt act 0.
`COc1ccc(F)cc1C(=O)C1CCCN(C(=O)c2ocnc2C)C1` (stereo unspecified) gave MITF act -4, Tat transport 1, Rtt109 Vps75 0, CAL PDZ FP-1 20, cardiac RTF act 4, CAL PDZ FP-2 19, V-ATPase pH 1, CDK5 p35 inh -1.4, dFosB act 3 and Wnt act -2.
